Screens as filed in PubChem BioAssay.
Rtt109 HAT inh = C. albicans Rtt109 histone acetyltransferase inhibition; Q5AAJ8; 330,000 compounds, 0.16% hits; inhibition, % at 34.9 µM; purified Rtt109/Vps75, ThioGlo CoA-SH fluorescence, 4 h;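 active means inhibition of at least 50% in every replicate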
Target sequence (Q5AAJ8 whole entry, looked up): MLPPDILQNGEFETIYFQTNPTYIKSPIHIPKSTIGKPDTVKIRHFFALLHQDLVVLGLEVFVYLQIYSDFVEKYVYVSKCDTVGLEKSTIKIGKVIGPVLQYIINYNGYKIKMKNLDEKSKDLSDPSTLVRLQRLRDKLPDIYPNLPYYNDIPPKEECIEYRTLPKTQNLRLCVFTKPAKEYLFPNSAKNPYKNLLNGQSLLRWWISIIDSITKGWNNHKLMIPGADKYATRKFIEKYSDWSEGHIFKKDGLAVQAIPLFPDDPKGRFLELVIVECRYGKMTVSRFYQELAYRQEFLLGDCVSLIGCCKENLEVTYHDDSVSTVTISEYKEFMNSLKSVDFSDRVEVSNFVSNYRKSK
dFosB activator = activators of mouse delta FosB homodimer; activation, % at 25 µM; 340,000 compounds, 0.99% hits; P13346; purified delta FosB, TAMRA-CDK5 oligo fluorescence polarization; percent of positive-control signal above neutral wells;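 active means mean activation above about 17%, with every replicate also reaching it, limit read from the data, passing the limit was not always enough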;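 further: fluorescence polarization rise as delta FosB binds a TAMRA Cdk5 AP-1 oligo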
Target sequence (P13346 whole entry, looked up): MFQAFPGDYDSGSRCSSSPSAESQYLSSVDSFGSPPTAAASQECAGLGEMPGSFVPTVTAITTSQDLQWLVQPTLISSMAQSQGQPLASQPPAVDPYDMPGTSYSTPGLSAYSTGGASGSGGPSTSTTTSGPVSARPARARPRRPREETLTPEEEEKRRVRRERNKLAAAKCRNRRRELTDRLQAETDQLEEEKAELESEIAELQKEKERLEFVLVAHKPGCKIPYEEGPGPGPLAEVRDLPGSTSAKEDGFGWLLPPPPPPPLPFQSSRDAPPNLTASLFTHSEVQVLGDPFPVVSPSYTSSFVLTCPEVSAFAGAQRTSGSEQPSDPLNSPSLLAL
CAL PDZ FP-1 = inhibitors of human CAL PDZ peptide binding. purified CAL PDZ, TMR-peptide fluorescence polarization, 1 h. Q9HD26. 300,000 compounds, 0.92% hits. inhibition, % at 24.9 µM. AID 602252;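 active means mean inhibition of at least 30% with at least half of replicates also reaching 30%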;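 further: 0% = DMSO neutral control and 100% = excess unlabeled competitor peptide PRC23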
cardiac RTF act = cardiac RTF calcium sensitization; IANBD-labeled TnC RTF fluorescence at EC20 calcium; 0% EC20 calcium, 100% full calcium; activation, % at 7.2 µM; 340,000 compounds, 0.24% hits; AID 493008;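 active means activation above the mean over all tested compounds plus 3 SD, cut at about 30% in these data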;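 further: rise in fluorescence read as greater calcium sensitivity of cardiac thin filaments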
CAL PDZ FP-2 = inhibitors of human CAL PDZ peptide binding; purified CAL PDZ, TMR-peptide fluorescence polarization, 1 h; inhibition, % at 20 µM; 330,000 compounds, 0.02% hits; AID 504414;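 active means highest replicate inhibition of at least 40%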;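 further: plate controls were DMSO neutral control wells for no effect and unlabeled competitor peptide control wells for full effect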
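Material – purified CerCALP PDZ construct · Detection – FP readout, S and P plane fluorescence · Measure – percent inhibition from loss of millipolarization · Controls – unlabelled peptide for full inhibition, DMSO wells as neutral · Probe or stimulus – TMR-labelled reporter peptide T*-PRC34 bound in PDZ groove · Times – 1 h at RT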
MITF act = increases MITF-driven TRPM1 promoter luciferase signal | SK-MEL-5 TRPM1-promoter luciferase, 24 h; % of positive control, neutral wells = 0 | 300,000 compounds, 0.75% hits | AID 588334 | activation, % at 12.5 µM;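 active means mean activation of at least 80% with every replicate also reaching 80%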;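 further: 0% = neutral control wells and 100% = parthenolide positive control wells; values of inactives mirror those of a sister screen read the other way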
CDK5 p35 inh = inhibitors of human CDK5/p35 kinase; Q00535+Q15078; Recombinant CDK5/p35, ADP-Glo luminescence, 60 min; inhibition, % at 10 µM; 330,000 compounds, 0.01% hits; AID 488839;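 active means highest replicate inhibition of at least 50% and at least 75% of replicates reaching 50%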;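 further: plate controls were DMSO neutral control for no effect and GW8510 at 10 µM for full effect; many of its hits are not listed in these tables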
V-ATPase pH = yeast V-ATPase proton transport regulation by pHLuorin | S. cerevisiae, pHLuorin cytosolic pH fluorescence | response, % at 10 µM | 350,000 compounds, 0.37% hits | AID 504577; in the data active means response mostly above about 7.3%, no sharp cut-off; inactive means mostly below about 5.4%; further: actives read high; inactives centre near 0; some compounds called inactive have numbers as strong as hits
Wnt act = activators of Wnt/beta-catenin signaling. AID 743398. 300,000 compounds, 1.2% hits. Wnt/beta-catenin reporter cell assay, activator, plate reader. activation, % at 9.35 µM; in the data active means activation above about 30%, passing the limit was not always enough;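 further: 0% = neutral control wells and 100% = positive control wells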
Tat transport = blocks Tat-dependent protein export in E. coli; E. coli MC4100 TorA-mCherry Tat export, fluorescence; inhibition, % at 10 µM; 340,000 compounds, 0.036% hits;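 active means mean replicate inhibition at least 50% and at least half of replicates individually reaching 50%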;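 further: exported cargo escapes ClpAP degradation while cytoplasmic cargo is degraded and loses fluorescence; 0% = median of neutral control wells and 100% = median of NaSCN control wells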
* marks the source's active call; other numbers are inactive results; nt = not tested or not shown. No enrichment for hits; any-hit rate near 4.1%.

SMILES	Rtt109 HAT inh	dFosB activator	CAL PDZ FP-1	cardiac RTF act	CAL PDZ FP-2	MITF act	CDK5 p35 inh	V-ATPase pH	Wnt act	Tat transport
COc1ccc(-c2noc(CSc3nc4ccccc4c(=O)n3-c3ccccc3)n2)cc1OC	-23	7	0	7	0.1	-8	0.9	3	nt	-9
COCCN1Cc2cccc(C(=O)NCCCN3CCCC3=O)c2C1=O	1	-12	0	7	-0.8	0	0.2	1	2	-7
COC(=O)c1ccc(NC(=O)COC(=O)CSc2nc(C)cc(C)n2)cc1	0	-2	-1	3	-2.5	0	1.1	-5	nt	6
CN(C(=O)CSc1nc2cc(Cl)ccc2c(=O)n1Cc1ccco1)C1CCS(=O)(=O)C1 (configuration not stated)	4	-14	-2	14	-1.5	7	-4.4	0	-3	34
CCc1nnc(NC(=O)CSCc2cc(=O)n3cc(C)sc3n2)s1	-1	-6	0	0	-1.6	8	-0.4	9	-1	2
Cc1cc2[nH]c(=O)c3ccccc3n2n1	3	-3	-1	-4	-1.5	-3	-0.5	3	-4	-1
COc1ccc(C2=NN(C(=O)CCC(=O)O)C(c3ccc(OC)cc3)C2)cc1 (configuration not stated)	-3	11	2	-5	-2.8	-10	-0.4	-3	-1	2
N#C/C(=C/c1ccc(O)c(O)c1)C(=O)NCc1ccc(Cl)cc1	21	-2	-4	7	-3.3	-5	2.2	1	-1	-4
Cc1nnc(NC(=O)c2cccc(NC(=O)C(C)C)c2)s1	9	-1	-3	1	nt	6	-0.3	0	nt	15
CCN(CC)C(=O)c1ccc(-c2nnc(Nc3ccc(O)cc3)c3ccccc23)cc1	-1	-14	-3	1	-0.4	-13	0.5	-4	-1	3
Cc1nn(C)c(C)c1NC(=O)CCl	-6	4	-1	-6	0.4	4	-0.1	2	0	-6
Cc1ccccc1-n1c(C)nnc1SCc1cc(=O)oc2ccc3ccccc3c12	4	-26	-3	13	-1.0	0	-4.7	-5	-1	-1
COc1ccc2nc(SCC(N)=O)[nH]c2c1	-4	2	-2	-3	-0.7	0	-4.1	5	-3	1
O=[N+]([O-])c1ccc(SCCO)nc1SCCO	-5	0	nt	3	-0.7	5	-0.5	-4	0	-6
COc1ccc(C(=O)Nn2cnnc2)c(OC)c1	5	2	nt	4	0.2	8	-0.2	2	nt	0
O=C(Nc1ccc2c(c1)OCO2)C1CC(c2ccccc2Cl)=NO1 (configuration not stated)	9	-5	-3	-3	-0.3	44	0.5	-3	nt	-1
CCOc1cccc(C(=O)Nc2cccc(-c3nnc(-c4ccc(C)cc4)o3)c2)c1	-11	-11	-2	-12	-1.3	-81	-0.4	-4	nt	-1
O=C(O)CC1(CC(=O)NCc2ccc(Cl)cc2)CCCCC1	2	-1	-3	5	1.5	-1	-0.4	3	-2	-9
O=C(Nc1ccc(Cl)c(S(=O)(=O)N2CCOCC2)c1)c1cc2ccccc2oc1=O	-36	0	-2	0	-0.1	27	1.0	2	3	-9
CCOCCCn1c(SCc2nc3sc(C(=O)O)c(C)c3c(=O)[nH]2)nnc1-c1ccc(Cl)cc1	-2	-3	-6	9	-0.7	-8	0.8	1	-2	-8
COc1cccc2c1OC1(CCN(C(C)C)CC1)N1N=C(c3cccnc3)CC21 (configuration not stated)	1	4	nt	-4	-0.2	nt	-6.5	-4	34*	4
O=C(CSc1nnnn1C1CCCC1)NCc1cccs1	nt	-9	-8	0	0.3	-1	1.5	-2	1	-1
CCC(C)n1c(=N)c(C#N)cc2c(=O)n3cc(C)ccc3nc21 (configuration not stated)	-71	0	nt	1	-0.1	-10	-0.8	-1	1	1
CC(C)N(Cc1ccccc1)C(=S)NCCN1CCOCC1	3	4	3	5	nt	0	2.9	-4	-1	-3
CCOc1ccccc1N(CC(=O)NCCc1ccc(OC)c(OC)c1)S(=O)(=O)c1ccccc1	-1	-7	nt	-4	-0.6	-10	-0.2	7	1	9
CCOC(=O)c1ccc(NC(=O)CSCC(=O)OCC(=O)c2ccccc2)cc1	4	-2	0	3	-2.8	2	-3.6	4	1	7
C/C(CC(=O)Nc1cc(Cl)ccc1Cl)=N\NC(=O)COc1cccc(C)c1	-1	-7	-8	-1	0.0	-2	1.5	1	3	2
O=C(CCl)Nc1cccc(S(=O)(=O)NC2=NCCC2)c1	3	-5	-1	-4	0.4	-23	-0.9	8	7	0
COc1ccccc1N/C(N)=N/c1nc(CSc2ccc(C)cc2)cc(=O)[nH]1	3	8	-4	1	-2.6	-16	-2.2	2	nt	8
Cc1ccc(CNC(=O)CN2CCC(C(N)=O)CC2)cc1	-5	3	-4	-2	0.8	-2	0.7	4	nt	-3
O=C(CCS(=O)(=O)c1ccc(Br)cc1)NCCc1ccc(Cl)cc1	-2	-11	-1	4	-0.3	3	0.8	-1	-2	3
CCC1CCCCN1S(=O)(=O)c1ccc(NC(=O)c2cccs2)cc1 (configuration not stated)	6	-6	-2	-2	-2.5	-5	0.6	1	nt	10
Cc1ccc(S(=O)(=O)Nc2c(C)ccc3nsnc23)cc1	-8	-8	-1	-5	-1.6	nt	-0.4	1	nt	-4
COc1ccc(S(=O)(=O)N2CCCCC2)cc1NS(=O)(=O)c1ccc(CNC(C)=O)cc1	-1	-12	-1	0	0.9	2	-0.7	-1	-4	-4
COc1cc(/C=N/NC(=O)c2cc(C3CC3)[nH]n2)ccc1O	-3	1	-2	-1	-3.2	16	1.4	1	25	-3
COc1ccccc1Nc1nc(N)nc(CSc2nccc(C)n2)n1	2	-8	0	1	-0.6	8	-1.4	-2	1	-3
O=C(Cn1cnc2ccccc2c1=O)Nc1ccc2c(c1)CCC2	6	-12	-6	-5	-1.4	14	1.0	2	nt	-2
Cc1ccc(-c2csc(NC(CO)c3nc4ccccc4n3CCOCCO)n2)cc1 (configuration not stated)	0	-10	4	-3	0.9	-6	0.6	2	2	-2
Cc1occc1-c1nnc(SCC(=O)Nc2ccccc2N2CCCCC2)n1C	3	-4	0	4	-1.0	-5	-2.6	2	0	8
COc1cccc(OCc2nn[nH]n2)c1	6	0	3	-7	nt	8	0.0	3	0	6
CC(=O)N/N=C(\C)CC(=O)Nc1ccc2c(c1)OCCO2	nt	-2	0	-3	-1.2	-2	-0.3	-2	-5	2
CCc1nc(SCc2ccc(F)cc2)n[nH]1	2	3	8	5	8.2	28	-1.1	-2	6	-3
CC1CCCCN1S(=O)(=O)CCNC(=O)c1ccccc1 (configuration not stated)	0	4	-2	-4	-0.1	5	0.6	-1	-3	3
O=C(NNC(=O)C1CCC1)c1ccc(Br)cc1	-2	6	50*	0	0.2	8	0.8	1	3	4
O=C(O)c1cc(-c2cc(C(=O)O)c3ccccc3n2)ccc1O	-9	1	-3	-2	-1.7	-4	-0.2	2	-5	1

Reformatted: nine of the compounds above.
canonical_smiles | Rtt109 HAT inh | dFosB activator | CAL PDZ FP-1 | cardiac RTF act | CAL PDZ FP-2 | MITF act | CDK5 p35 inh | V-ATPase pH | Wnt act | Tat transport
CCOc1cccc(C(=O)Nc2cccc(-c3nnc(-c4ccc(C)cc4)o3)c2)c1 | -11 | -11 | -2 | -12 | -1.3 | -81 | -0.4 | -4 | nt | -1
O=C(O)CC1(CC(=O)NCc2ccc(Cl)cc2)CCCCC1 | 2 | -1 | -3 | 5 | 1.5 | -1 | -0.4 | 3 | -2 | -9
O=C(Nc1ccc(Cl)c(S(=O)(=O)N2CCOCC2)c1)c1cc2ccccc2oc1=O | -36 | 0 | -2 | 0 | -0.1 | 27 | 1.0 | 2 | 3 | -9
CCOCCCn1c(SCc2nc3sc(C(=O)O)c(C)c3c(=O)[nH]2)nnc1-c1ccc(Cl)cc1 | -2 | -3 | -6 | 9 | -0.7 | -8 | 0.8 | 1 | -2 | -8
COc1cccc2c1OC1(CCN(C(C)C)CC1)N1N=C(c3cccnc3)CC21 (configuration not stated) | 1 | 4 | nt | -4 | -0.2 | nt | -6.5 | -4 | 34* | 4
O=C(CSc1nnnn1C1CCCC1)NCc1cccs1 | nt | -9 | -8 | 0 | 0.3 | -1 | 1.5 | -2 | 1 | -1
CCC(C)n1c(=N)c(C#N)cc2c(=O)n3cc(C)ccc3nc21 (configuration not stated) | -71 | 0 | nt | 1 | -0.1 | -10 | -0.8 | -1 | 1 | 1
CC(C)N(Cc1ccccc1)C(=S)NCCN1CCOCC1 | 3 | 4 | 3 | 5 | nt | 0 | 2.9 | -4 | -1 | -3
CCOc1ccccc1N(CC(=O)NCCc1ccc(OC)c(OC)c1)S(=O)(=O)c1ccccc1 | -1 | -7 | nt | -4 | -0.6 | -10 | -0.2 | 7 | 1 | 9

Remaining list, next part:
SMILES	Rtt109 HAT inh	dFosB activator	CAL PDZ FP-1	cardiac RTF act	CAL PDZ FP-2	MITF act	CDK5 p35 inh	V-ATPase pH	Wnt act	Tat transport
CCN(C(=O)COC(=O)c1ccc(COc2ccc3c(C)cc(=O)oc3c2)cc1)C1CCS(=O)(=O)C1 (configuration not stated)	-1	2	2	-2	-1.6	15	1.1	-3	4	-6
O=S(=O)(c1cc(Cl)ccc1Cl)N1CCN(c2ccccn2)CC1	2	1	-6	-3	-1.4	nt	-1.7	0	-2	1
CCN1CCN(Cc2cc(=O)oc3ccc(Cl)cc23)CC1	-4	3	1	6	-1.9	nt	0.1	1	-2	18
O=C(Nc1ccccc1Cl)c1cccc(COc2cc(Cl)ccc2Cl)c1	-10	3	1	-3	-1.5	45	-1.4	-2	38*	4
CCOC(=O)c1ccc(NC(=O)c2cc(S(=O)(=O)N3CCOCC3)ccc2O)cc1	5	-3	-6	-2	-1.3	-10	-1.6	4	nt	4
CN(C)/C=C(\C#N)C(=O)N/N=C/c1ccc(Cl)cc1	nt	-5	-45	-3	-3.4	-3	-1.4	nt	24	-1
CC[C@]12c3[nH]c4cc(CCC(=O)N(C)C)ccc4c3CCN1C(=O)[C@@H](CC(=O)NCCc1ccccn1)C[C@@H]2C(=O)N1CCN(C(=O)C2CC2)CC1	0	-6	0	0	1.0	15	-4.7	1	0	5
S=c1[nH]nc(-c2ccc3ccccc3n2)n1-c1ccc2ncccc2c1	5	-1	-2	0	-1.9	20	-0.1	1	1	1
O=C(CSc1cccc[n+]1[O-])Nc1cc(S(=O)(=O)N2CCOCC2)ccc1Cl	-6	0	14	1	-0.8	0	-1.5	-4	nt	-5
CC(C)c1nnc(NC(=O)CCC(=O)NCc2ccc3c(c2)OCO3)s1	-3	-1	5	6	-0.3	-10	-6.6	5	nt	-3
CC(C)CCNC(=O)C1CCC(CNc2c(N3CCC(C)CC3)c(=O)c2=O)CC1 (configuration not stated)	5	0	1	-2	-0.7	0	0.4	-3	0	5
C=CC(=O)NN(C)c1ncc(C(F)(F)F)cc1Cl	-12	-2	nt	3	-0.2	22	1.1	2	-3	0
CCOC(=O)c1cc(NC(=O)CN2CCCC2)cc(C(=O)OCC)c1	11	-4	5	-3	-0.1	1	2.2	2	-3	1
